Fh CTSL1 inh = cathepsin L1 inhibition, PFM18AAP counter-screen; recombinant F. hepatica cathepsin L1, Z-Leu-Arg-MCA fluorescence; inhibition, % at 5.96 µM; 0.49% of 300,000 active;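 active means inhibition above the mean of all tested compounds plus 3 SD, set per screening campaign, cut at about 17% in these data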;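 further: 0% = plate median of test compound wells and 100% = 1 µM Z-Phe-Ala-diazomethylketone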
proCasp3 act = procaspase-3 (human) activation | 0.11% of 330,000 active | recombinant procaspase-3 D3A, Ac-DEVD-pNA absorbance 405 nm | activation, % at 8.5 µM | P42574 | AID 463141;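 active means activation above the mean of all tested compounds plus 3 SD, cut at about 21% in these data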;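 further: 0% = DMSO alone and 100% = DMSO wells spiked with extra 5 µM PC-3 D3A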
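Assay system: Autoprocessing-dead procaspase-3 D3A mutant enzyme; also added: Ac-DEVD-pNA; doses: one concentration, 8.5 µM nominal, 0.8% DMSO; times: 1 h compound preincubation, 2 h substrate hydrolysis at 25 °C; technique: 405 nm absorbance of p-nitroaniline, reads at 0 and 120 min; measure: % activation between DMSO and enzyme-spiked controls; repeats: single replicate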
GASC-1 inh = human JMJD2C demethylase inhibition. AID 2099. Q9H3R0. GST-JMJD2C(1-420) H3K9me3 demethylation, DELFIA europium. 0.069% of 330,000 active. inhibition, % at 2.35 µM;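 active means more than half of a compound's replicate wells show inhibition beyond 50%, single wells judged on their own value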;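 further: signal counts dimethyl H3K9 product captured on neutravidin plate; 0% = median of DMSO wells and 100% = 0.3 times that DMSO median; strong numbers were not always called active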
Target sequence (Q9H3R0 1-420 limits assumed): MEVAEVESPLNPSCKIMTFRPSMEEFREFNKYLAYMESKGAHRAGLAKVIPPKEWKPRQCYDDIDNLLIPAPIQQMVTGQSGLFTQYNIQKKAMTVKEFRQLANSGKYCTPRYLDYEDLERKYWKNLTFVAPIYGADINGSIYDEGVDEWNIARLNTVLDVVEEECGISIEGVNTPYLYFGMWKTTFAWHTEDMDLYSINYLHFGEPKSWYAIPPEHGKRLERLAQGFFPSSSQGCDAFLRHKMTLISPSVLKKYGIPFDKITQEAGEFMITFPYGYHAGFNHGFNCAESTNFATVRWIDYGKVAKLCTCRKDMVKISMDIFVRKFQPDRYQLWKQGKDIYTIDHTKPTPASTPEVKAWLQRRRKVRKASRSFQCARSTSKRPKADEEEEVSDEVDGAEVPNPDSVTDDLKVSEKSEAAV
Efflux pump inh = antifungal efflux pump inhibition, Nile Red retention; S. cerevisiae Candida pump triplex; inhibition, % at 10 µM; 0.44% of 330,000 active; AID 485275;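 active means plate passing quality check with inhibition over a set limit, or well fluorescence over plate mean plus 4 SD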;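 further: Nile Red retained in pooled yeast measured as flow cytometry median fluorescence; 0% = buffer negative control and 100% = Enniatin B positive control; higher means more Nile Red kept so more efflux inhibition; some compounds called inactive have numbers as strong as hits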
PP5 primary = PP5 (human) phosphatase inhibition. P53041. purified PP5c, OMFP substrate fluorescence. inhibition, % at 6.7 µM. 0.18% of 320,000 active. AID 1987;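 active means inhibition above the campaign's mean inhibition across all tested compounds plus 3 SD, cut at about 9.5% in these data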;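 further: 0% = DMSO only and 100% = 100 µM cantharidin control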
Target sequence (P53041 whole entry, looked up): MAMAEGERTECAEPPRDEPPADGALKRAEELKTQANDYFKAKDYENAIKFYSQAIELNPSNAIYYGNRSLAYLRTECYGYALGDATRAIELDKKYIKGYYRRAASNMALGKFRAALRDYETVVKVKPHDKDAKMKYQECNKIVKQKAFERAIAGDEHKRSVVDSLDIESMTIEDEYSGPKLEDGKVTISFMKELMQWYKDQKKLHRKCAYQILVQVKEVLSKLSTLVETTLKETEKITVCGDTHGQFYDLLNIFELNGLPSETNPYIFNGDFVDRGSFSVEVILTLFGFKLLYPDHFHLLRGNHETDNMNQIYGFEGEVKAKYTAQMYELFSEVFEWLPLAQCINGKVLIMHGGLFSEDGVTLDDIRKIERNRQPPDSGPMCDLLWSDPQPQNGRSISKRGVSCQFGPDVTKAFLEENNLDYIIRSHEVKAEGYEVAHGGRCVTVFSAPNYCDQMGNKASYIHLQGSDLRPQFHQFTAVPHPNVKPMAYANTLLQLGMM
TPT1 inhibitor = C. albicans TPT1 enzyme inhibition | AID 1962 | recombinant caTPT1, FP RNA substrate dephosphorylation | 0.81% of 300,000 active | inhibition, % at 5 µM;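 active means inhibition above the mean of all tested compounds plus 3 SD, set per screening campaign, cut at about 24% in these data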;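 further: plate controls were DMSO alone for no effect and ferristatin control at 100 nM for full effect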
core dimer inh = blocks dimerization of HCV core protein | TR-FRET GST/Flag-core106 dimerization, 1536-well | inhibition, % at 5 µM | 0.33% of 300,000 active;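 active means inhibition above the mean of all tested compounds plus 3 SD, set per screening campaign, cut at about 45% in these data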
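Assay system – GST-tagged and Flag-tagged HCV core protein residues 1-106 · Quantity – core106 proteins, GST 13.5 nM and Flag 17 nM · Benchmarks – unlabelled core106 and no-GST-core106 wells · Read-out basis – percent inhibition of core106 dimerization signal · Detection – time-resolved FRET, ex 340 nm, em 617 and 671 nm · Schedule – 4 h at 22.5 °C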
PP1 counter = PP1-alpha (human) inhibition in PP5 counter-screen; P62136; purified PP1alpha, OMFP fluorescence; inhibition, % at 6.7 µM; 0.9% of 320,000 active; AID 2235;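 active means inhibition above the mean inhibition of all tested compounds plus 3 SD, computed separately for each screening campaign, cut at about 15% in these data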
proCasp7 act = counter-screen for procaspase-3 activators: activators of human procaspase-7; P55210; recombinant procaspase-7, Ac-DEVD-pNA absorbance 405 nm; D23A/D198A/D206A triple mutant, cannot self-cleave; scale: DMSO 0, 5 µM enzyme 100; activation, % at 8.5 µM; 0.093% of 330,000 active; AID 463210;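 active means percent activation above the screen-wide mean plus 3 SD, cut at about 25% in these data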
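signal = Epi-absorbance of released pNA at 405 nm, two timepoints | assay system = Uncleavable procaspase-7 mutant enzyme | reagent = Ac-DEVD-pNA substrate, 400 µM as added | times = 1 h enzyme–compound preincubation and 2 h substrate reaction, both 25 °C | benchmarks = low DMSO alone, high DMSO plus 5 µM PC-7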
An asterisk follows results filed as active; & = joins results of further samples.

SMILES	Fh CTSL1 inh	proCasp3 act	GASC-1 inh	Efflux pump inh	PP5 primary	TPT1 inhibitor	core dimer inh	PP1 counter	proCasp7 act
CC(Oc1ccc(-c2ccccc2)c(F)c1)c1ccn(S(=O)(=O)c2ccc(F)cc2)n1 (stereo not given)	5	1	16	-0.1	-1.4	-7	0	5	0
COc1ccc(N2CC(O)=C(c3nc(-c4ccccc4)cs3)C2=N)cc1	-1	-1	-1	0.0	-1.9	0	2	-1	9
COC(=O)C(NC(=O)Nc1ccccc1OC)C(C)C (stereo not given)	6	2	12	0.2	-0.2	3	-1	-5	-6
COc1ccc2[nH]c(C)c(C(=O)CN3CCOCC3)c2c1	0	-8	1	-0.2	0.6	-5	-7	-1	0
Cc1ccc(SCc2c(-c3ccccc3)nn(C)c2Cl)cc1	-5	-1	8	0.1	-2.9	-5	0	-5	1
COc1cc(OC)cc(C(=O)NNC(=O)CCc2ccccc2)c1	5	-6	-1	-0.1	-2.9	-2	-5	-1	-2
NC(=O)CSc1nnc(-c2ccccc2Br)n1-c1cccc(C(F)(F)F)c1	-1	3	-5	0.0	4.1	-2	7	0	-5
COc1ccc(Cl)cc1NC(=O)CN(C)CC(=O)Nc1ccccc1N1CCOCC1	-1	1	-20	0.0	0.3	-2	-1	3	7
CCN1CCN(c2ccc(S(=O)(=O)N3CCCCC3)cc2NC(=O)c2ccccc2)CC1	1	-3	-2	0.1	2.0	2	-2	0	2
O=C(NCCc1c[nH]c2ccccc12)/C(=C\c1cccnc1)NC(=O)c1ccco1	0	-3	-14	0.0	-0.9	0	-8	3	-3
NC(=O)c1cc(S(=O)(=O)NCCCc2ccccc2)cs1	0	10	2	-0.1	-1.7	1	3	-5	4
Cc1ccc(NC(=O)Nc2cnccn2)c(C)c1	-7	-8	-9	0.2	-4.5	-4	-15	0	5
O=C(NCc1ccccn1)Nc1ccccc1F	-1	4	4	0.1	1.3	1	-7	-2	1
CCOC(=O)C1=C(CN2CCCCCC2)NC(=O)NC1c1cccc([N+](=O)[O-])c1 (stereo not given)	1	-1	-5	-0.2	1.0	4	0	-7	1
C[C@]12CCC3C(CC[C@H]4CC(O)CC[C@]34C)C1CC/C2=N/NC(=O)c1ccncc1 (stereo not given in full)	7	-9	-1	-0.1	-1.6	-3	3	-3	-1
Cc1ccc(C)c(OC2=NS(=O)(=O)c3ccccc32)c1	1	5	1	0.0	2.7	-4	-3	1	-4
Cc1ccc(NC(=O)/C=C/c2ccc3c(c2)OCO3)nc1	3	-7	5	0.0	0.4	1	10	6	6
CCN1CCN(S(=O)(=O)c2c(C)[nH]c(C)c2C(=O)N2CCCCC2)CC1	1	4	0	-0.2	1.1	-5	-4	1	10
Cc1ccccc1NC(=S)N(CCc1c(C)[nH]c2ccc(F)cc12)Cc1cccnc1	0	7	4	0.1	-0.2	0	-1	1	3
CCn1c(SCc2ccccc2)nc2c1c(=O)[nH]c(=O)n2C	-1	-7	-11	-0.1	-1.2	2	7	0	-10
CC(/C=C1\SC(=S)N(CCC(=O)Nc2cccc(C(=O)O)c2)C1=O)=C\c1ccccc1	6	2	-7	0.0	0.1	25*	14	23*	-4
CSc1ncc(Cl)c(C(=O)Nc2cccc3ccccc23)n1	0	10	3	-0.1	0.4	1	20	11	3
CCOC(=O)C1=C(C)NC(C)=C(C(=O)OCC)C1C(=O)OCC(=O)N1CCc2ccccc2C1	0	9	14&-2	0.0	0.6	-4	-6	2	1
O=C(NCc1ccc(Cl)c(Cl)c1)c1ccco1	2	6	-3	0.0	0.4	-5	4	0	13
CCNc1c(NS(=O)(=O)c2ccc(C3CCCCC3)cc2)c(=O)oc2ccccc12	-1	-3	-2	1.4*	1.2	-1	8	3	-2
Cc1c(Cl)cccc1NC(=O)c1cccc(NC(=O)CCC(=O)O)c1	-3	0	10	0.1	1.5	4	5	0	1
Cc1noc(C)c1CNCc1ccccc1	3	-9	2	2.2	-1.5	-1	-6	-11	-5
COC(=O)Nc1sc2nc(C)cc(C)c2c1-n1cccc1	-1	4	1	0.0	2.2	-1	-10	-1	-2
Cc1nn(S(=O)(=O)c2ccc(F)cc2)c(C)c1S(=O)(=O)N1CCOCC1	1	9	-5	-0.1	0.5	-3	-18	-1	-1
COC(=O)CSc1ccc(S(=O)(=O)N2CCCCCC2)cc1[N+](=O)[O-]	-3	-22	21	-0.2	1.6	-4	1	4	-25
CS(=O)c1ccccc1-c1nc(-c2ccc(Cl)cc2)no1 (stereo not given)	0	-3	1	-0.2	3.4	4	-3	-2	-1
COc1cccc(C(=O)Nc2cccc3ccccc23)c1OC	0	8	-3	0.0	-0.1	-1	9	0	-3
CCOC(=O)c1csc(NC(=O)c2ccc(S(=O)(=O)N3CCCC3)cc2)n1	-3	2	4	0.3	1.2	2	6	-1	-1
O=C(c1ccc2c(=O)n3c(nc2c1)CCCCC3)N1CCN(c2cccc(Cl)c2)CC1	1	8	0	0.1	-1.1	0	15	-1	1
COc1ccc(C2CC(=O)N(c3ccccc3)C3=C2C(=O)CCC3)cc1 (stereo not given)	-1	-13	6	-0.1	2.5	-3	9	0	-5
CSc1nc2ccccc2n1CC(=O)Nc1c(C)n(C)n(-c2ccccc2)c1=O	0	-8	4	-0.4	-0.3	0	-2	-3	3
COc1cc(C2C(C#N)=C(C)NC3=C2C(=O)CC(C)(C)C3)ccc1OCCO (stereo not given)	1	1	8	0.0	-1.7	4	0	-2	8
S=C(Nc1cccc(Cl)c1)NC1CCCCC1	1	2	-10	0.1	0.5	-4	4	1	6
O=C(N/N=C/c1ccc2c(c1)OCO2)c1ccc(NC(=O)c2ccccc2Cl)cc1	7	1	-17	0.3	0.8	0	3	1	2
Cc1ccccc1NC(=O)COC(=O)Cc1cccc(C(F)(F)F)c1	-6	-8	-3	0.1	3.8	0	-5	1	1

2 entries picked at random from the list so far, as already listed:
SMILES	Fh CTSL1 inh	proCasp3 act	GASC-1 inh	Efflux pump inh	PP5 primary	TPT1 inhibitor	core dimer inh	PP1 counter	proCasp7 act
CCNc1c(NS(=O)(=O)c2ccc(C3CCCCC3)cc2)c(=O)oc2ccccc12	-1	-3	-2	1.4*	1.2	-1	8	3	-2
CSc1ncc(Cl)c(C(=O)Nc2cccc3ccccc23)n1	0	10	3	-0.1	0.4	1	20	11	3

Next part
SMILES	Fh CTSL1 inh	proCasp3 act	GASC-1 inh	Efflux pump inh	PP5 primary	TPT1 inhibitor	core dimer inh	PP1 counter	proCasp7 act
CN1CCCN(S(=O)(=O)c2ccc(O)c(C(=O)O)c2)CC1	-6	5	-2	-1.1	-1.7	-1	-8	0	-6
Cn1c(N)c(C(=O)COC(=O)c2ccc(Br)o2)c(=O)n(C)c1=O	1	5	7	0.1	0.2	-10	0	-1	2
COc1cccc(N2CCN(C(=O)c3cc4c(s3)-c3ccccc3OC4)CC2)c1	4	-7	1	0.0	0.7	0	-20	0	7
O=C(C1CSC2(c3ccc(F)cc3)CCC(=O)N12)N1CCCCCC1 (stereo not given)	-3	7	43	0.0	-0.2	0	1	0	2
COc1ccc(/C=C(\NC(=O)c2ccc([N+](=O)[O-])cc2)C(=O)NCCN2CCOCC2)cc1	0	-5	-20	0.0	3.3	0	-3	-1	3
CN(C(=O)C(Cl)Cl)C1CC2C=CC1C2 (stereo not given)	9	6	13	0.0	-0.2	-3	1	-6	4
Cc1cc(OCC(=O)NCc2cccnc2)c2c(C)c(Cc3ccccc3)c(=O)oc2c1	-1	7	-1	-0.1	0.9	-1	9	3	-9
COc1ccc(NC(=O)c2c(-c3ccccc3Cl)noc2C)c(OC)c1	3	6	-8	-0.1	1.4	-3	-2	6	3
Cc1cc(Cn2nc(C(=O)NCc3cccs3)cc2-c2ccccc2)on1	3	13	0	-0.1	0.9	1	6	1	-4
C[N+]1(CC2COC3(CCCCC3)O2)CCCC1 (stereo not given)	-3	1	5	-0.3	3.3	-4	2	-1	11
COc1cc(OC)c(NC(=S)Nc2cccc(C)c2)cc1Cl	4	-3	-9	-0.4	2.3	-4	0	1	-10
CC1CC(Nc2ccccc2)c2ccccc2N1C(=O)c1ccco1 (stereo not given)	2	0	-2	-0.1	-1.2	-5	2	-2	5
CSc1nc2cc(Cl)ccc2s1	-1	6	2	-0.1	0.9	1	1	1	9
CCNC(=S)N/N=C/c1cn(Cc2ccccc2F)c2ccccc12	11	4	-2	-0.1	2.6	-2	10	4	-8

Compounds above that contain fluorine, in the order listed:
SMILES	Fh CTSL1 inh	proCasp3 act	GASC-1 inh	Efflux pump inh	PP5 primary	TPT1 inhibitor	core dimer inh	PP1 counter	proCasp7 act
CC(Oc1ccc(-c2ccccc2)c(F)c1)c1ccn(S(=O)(=O)c2ccc(F)cc2)n1 (stereo not given)	5	1	16	-0.1	-1.4	-7	0	5	0
NC(=O)CSc1nnc(-c2ccccc2Br)n1-c1cccc(C(F)(F)F)c1	-1	3	-5	0.0	4.1	-2	7	0	-5
O=C(NCc1ccccn1)Nc1ccccc1F	-1	4	4	0.1	1.3	1	-7	-2	1
Cc1ccccc1NC(=S)N(CCc1c(C)[nH]c2ccc(F)cc12)Cc1cccnc1	0	7	4	0.1	-0.2	0	-1	1	3
Cc1nn(S(=O)(=O)c2ccc(F)cc2)c(C)c1S(=O)(=O)N1CCOCC1	1	9	-5	-0.1	0.5	-3	-18	-1	-1
Cc1ccccc1NC(=O)COC(=O)Cc1cccc(C(F)(F)F)c1	-6	-8	-3	0.1	3.8	0	-5	1	1
O=C(C1CSC2(c3ccc(F)cc3)CCC(=O)N12)N1CCCCCC1 (stereo not given)	-3	7	43	0.0	-0.2	0	1	0	2
CCNC(=S)N/N=C/c1cn(Cc2ccccc2F)c2ccccc12	11	4	-2	-0.1	2.6	-2	10	4	-8

High-throughput results: PubChem BioAssay, several laboratories
